Source: PubChem BioAssay
Pf apPOL block: Pf-apPOL inhibitors, biochemical, fluorescence. Recombinant Pf-apPOL, molecular beacon fluorescence, 1.5 h. inhibition, % at 10 µM. hit rate 0.25% among 210,000
mHTT CaM bind: mutant huntingtin-calmodulin interaction inhibitors – biochemical, AlphaScreen, primary screen; P42858; AlphaScreen His-mHTT/GST-CaM binding, luminescence; inhibition, % at 15 µM; hit rate 3.6% among 190,000;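 note: 0% = both proteins with DMSO and 100% = one protein alone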
Target sequence (P42858 whole entry, looked up, stated change not applied): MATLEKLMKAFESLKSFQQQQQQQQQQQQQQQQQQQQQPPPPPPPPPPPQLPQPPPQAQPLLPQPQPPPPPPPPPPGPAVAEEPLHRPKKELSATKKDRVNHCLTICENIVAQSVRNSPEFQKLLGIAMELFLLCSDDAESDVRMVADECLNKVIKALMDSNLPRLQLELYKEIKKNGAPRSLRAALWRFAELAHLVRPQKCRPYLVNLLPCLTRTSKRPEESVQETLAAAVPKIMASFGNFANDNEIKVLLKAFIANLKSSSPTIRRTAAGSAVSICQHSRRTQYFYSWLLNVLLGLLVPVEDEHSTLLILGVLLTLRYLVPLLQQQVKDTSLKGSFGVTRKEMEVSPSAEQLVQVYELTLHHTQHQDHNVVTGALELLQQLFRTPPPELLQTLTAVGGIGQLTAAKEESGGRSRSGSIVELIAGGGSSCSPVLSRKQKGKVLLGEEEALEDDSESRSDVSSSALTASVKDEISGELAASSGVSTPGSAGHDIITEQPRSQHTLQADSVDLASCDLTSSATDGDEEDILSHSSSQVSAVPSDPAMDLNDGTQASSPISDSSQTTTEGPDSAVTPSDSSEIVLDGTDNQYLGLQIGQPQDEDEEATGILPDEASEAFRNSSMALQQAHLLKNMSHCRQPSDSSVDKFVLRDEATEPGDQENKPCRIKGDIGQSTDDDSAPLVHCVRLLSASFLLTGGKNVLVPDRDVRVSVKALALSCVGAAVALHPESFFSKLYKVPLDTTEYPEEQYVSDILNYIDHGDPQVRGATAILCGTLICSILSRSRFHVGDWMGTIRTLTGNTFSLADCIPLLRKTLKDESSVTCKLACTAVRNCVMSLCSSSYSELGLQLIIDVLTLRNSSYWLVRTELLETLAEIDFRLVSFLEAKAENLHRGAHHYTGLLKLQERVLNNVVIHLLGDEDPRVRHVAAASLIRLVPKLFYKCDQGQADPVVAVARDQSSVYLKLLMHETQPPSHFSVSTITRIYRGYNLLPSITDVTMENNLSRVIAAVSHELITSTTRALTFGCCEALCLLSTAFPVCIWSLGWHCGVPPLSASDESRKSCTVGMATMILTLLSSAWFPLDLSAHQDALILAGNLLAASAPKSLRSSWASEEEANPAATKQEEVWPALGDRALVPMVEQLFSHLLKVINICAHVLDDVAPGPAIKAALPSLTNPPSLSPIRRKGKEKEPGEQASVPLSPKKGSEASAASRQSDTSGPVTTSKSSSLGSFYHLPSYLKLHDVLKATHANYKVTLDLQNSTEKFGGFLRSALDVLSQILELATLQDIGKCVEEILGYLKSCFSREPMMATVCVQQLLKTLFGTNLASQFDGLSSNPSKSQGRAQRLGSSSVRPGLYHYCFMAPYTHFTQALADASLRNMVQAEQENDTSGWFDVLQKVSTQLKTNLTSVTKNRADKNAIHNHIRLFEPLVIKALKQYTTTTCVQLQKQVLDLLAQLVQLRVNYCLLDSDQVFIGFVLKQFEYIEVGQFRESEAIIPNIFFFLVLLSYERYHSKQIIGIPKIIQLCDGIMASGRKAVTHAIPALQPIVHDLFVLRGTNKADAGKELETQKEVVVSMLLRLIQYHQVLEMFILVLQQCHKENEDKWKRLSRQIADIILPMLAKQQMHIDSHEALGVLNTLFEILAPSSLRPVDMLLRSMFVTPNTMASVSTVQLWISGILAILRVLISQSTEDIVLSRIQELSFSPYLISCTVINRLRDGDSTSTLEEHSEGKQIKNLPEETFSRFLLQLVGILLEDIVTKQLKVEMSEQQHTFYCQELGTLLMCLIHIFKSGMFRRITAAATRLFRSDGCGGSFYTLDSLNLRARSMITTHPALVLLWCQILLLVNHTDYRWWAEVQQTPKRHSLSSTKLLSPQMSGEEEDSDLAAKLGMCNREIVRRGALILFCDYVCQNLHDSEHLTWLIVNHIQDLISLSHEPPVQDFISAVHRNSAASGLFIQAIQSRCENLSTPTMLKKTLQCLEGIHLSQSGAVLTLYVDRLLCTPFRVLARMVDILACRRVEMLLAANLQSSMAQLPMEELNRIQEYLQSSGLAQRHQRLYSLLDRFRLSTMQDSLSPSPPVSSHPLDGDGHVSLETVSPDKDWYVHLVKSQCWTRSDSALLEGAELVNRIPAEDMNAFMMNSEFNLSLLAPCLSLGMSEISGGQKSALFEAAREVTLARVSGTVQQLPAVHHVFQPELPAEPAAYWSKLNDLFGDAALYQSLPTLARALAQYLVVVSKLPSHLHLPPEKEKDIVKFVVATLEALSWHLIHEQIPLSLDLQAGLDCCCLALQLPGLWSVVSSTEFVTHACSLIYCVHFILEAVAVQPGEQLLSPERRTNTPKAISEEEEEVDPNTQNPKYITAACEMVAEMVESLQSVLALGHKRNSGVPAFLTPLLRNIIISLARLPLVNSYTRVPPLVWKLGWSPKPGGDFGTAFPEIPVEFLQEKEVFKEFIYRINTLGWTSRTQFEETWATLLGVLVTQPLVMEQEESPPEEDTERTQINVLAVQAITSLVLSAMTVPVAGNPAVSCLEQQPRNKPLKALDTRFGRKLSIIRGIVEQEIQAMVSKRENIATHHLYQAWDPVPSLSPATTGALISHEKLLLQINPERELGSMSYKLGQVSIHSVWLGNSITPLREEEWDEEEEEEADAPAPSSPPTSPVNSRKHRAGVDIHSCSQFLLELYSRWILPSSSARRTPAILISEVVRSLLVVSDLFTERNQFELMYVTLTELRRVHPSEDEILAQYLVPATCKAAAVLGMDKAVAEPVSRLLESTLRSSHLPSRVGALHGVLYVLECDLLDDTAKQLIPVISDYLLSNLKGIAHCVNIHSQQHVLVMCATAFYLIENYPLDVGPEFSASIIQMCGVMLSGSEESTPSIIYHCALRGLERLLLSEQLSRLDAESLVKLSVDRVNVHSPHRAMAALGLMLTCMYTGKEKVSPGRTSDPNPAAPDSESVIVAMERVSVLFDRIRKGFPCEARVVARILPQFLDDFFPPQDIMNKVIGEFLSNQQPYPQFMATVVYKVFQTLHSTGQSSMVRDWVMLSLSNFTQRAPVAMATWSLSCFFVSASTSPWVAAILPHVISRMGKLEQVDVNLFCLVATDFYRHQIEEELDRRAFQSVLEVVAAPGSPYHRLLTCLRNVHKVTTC
Active calls of the source: *; i = inactive; . = no result given; & = joins results of further samples. Cut-off read from the data, not from the text of the source: active = inhibition above about 50%; inactive = the rest.

1	COc1cccc(C2Nc3ccc(C(C)=O)cc3C3C=CCC32)c1OC (centres undefined)
2	COc1ccc(C(=O)Nc2ccc(NC(=O)c3cc4ccccc4o3)c(C)c2)cc1
3	COc1ccc(CNC(=O)c2ccc(C)c([N+](=O)[O-])c2)cc1
4	COc1cc(C=C2SC(=S)N(c3ccc(O)cc3)C2=O)ccc1O
5	C#CCOc1c(Cl)cc(/C=C2\NC(=O)NC2=O)cc1Cl
6	N#CC(=C1SC=C(c2ccc(-c3ccccc3)cc2)N1c1ccccc1)c1nc2ccccc2[nH]1
7	Cc1ccc(NC(=O)C2CCCN(c3cn[nH]c(=O)c3)C2)cc1 (centres undefined)
8	CC(C)(C)c1cc(Br)ccc1OCC(=O)Nc1ccc(S(N)(=O)=O)cc1

entry no.,1,2,3,4,5,6,7,8
Pf apPOL block,0,0,0,-40,2,3,0,13
mHTT CaM bind,64*,0,-2,58*,22,.,-4,16

9	Cn1cc(C(=O)Nc2nc3ccccc3s2)c2nn(-c3ccccc3)c(=O)c-2c1
10	COC(=O)C=C(ON=C(N)c1ccc(Cl)cc1)C(=O)OC
11	Cc1cccc2nc(CSc3nnnn3-c3ccccc3)c(Br)n12
12	COC(=O)c1ccccc1Nc1ncnc(N)c1[N+](=O)[O-]
13	CCOc1ccccc1NC(=O)NC1(C(F)(F)F)Oc2ccccc2O1
14	CC1(C)CC(=O)C=C(Sc2nc3cc(Cl)ccc3s2)C1
15	O=C1NC(=Nc2cccc(Cl)c2Cl)S/C1=C\c1ccco1
16	Cn1cc(C(F)(F)F)nc1-c1ccc(OCC(O)CNCCOc2ccc(O)c(C(N)=O)c2)cc1 (centres undefined)

entry no.,9,10,11,12,13,14,15,16
Pf apPOL block,-4,-9,3,-5,7,-7,-15,-4
mHTT CaM bind,-22,.,-4,18,-8,.,100*,.

17	CCOC(=O)CSc1nnc(-c2ccccc2)c(-c2ccccc2)n1
18	Oc1[nH]c2ccc(F)cc2c1N=NC(=S)NC1CC2C=CC1C2 (centres undefined)
19	CCOc1ccccc1CN1CCc2nc(N3CCOCC3)ncc2C1
20	NC(=O)c1c(N)sc2c1CCN(Cc1ccccc1)C2
21	COc1ccc(OC)c(CN2CCN(C(=O)c3cc(OC)c(OC)c(OC)c3)CC2)c1
22	Cc1nnc2nc(-c3ccc(Br)cc3)[nH]n12
23	Cc1cccc(C)c1NS(=O)(=O)c1ccc(NC(=O)c2cccc([N+](=O)[O-])c2C)cc1
24	COc1c(CO)cc(CO)cc(CO)c1=O

entry no.,17,18,19,20,21,22,23,24
Pf apPOL block,-12,-4,6,0,0,-4,1,-11
mHTT CaM bind,.,.,10,23,-1,8,8,.

25	Fc1ccc(C2=CC(c3cccs3)n3ncnc3N2)cc1 (centres undefined)
26	CCC(=O)Nc1ccc(C2(C(=O)N3CCN(c4cccc(C)c4)CC3)CCC2)cc1
27	Cn1c(=O)c([N+](=O)[O-])c(NCCc2ccccc2)c2ccccc21
28	CC1=C(C(=O)Nc2cccc(C(F)(F)F)c2)C(c2ccccn2)C2=C(CCCC2=O)N1 (centres undefined)
29	O=C(Nc1ccc(N2CCOCC2)cc1)Nc1ccc2nsnc2c1
30	CCCCCCN1C[C@H](n2cc(C3CC3)nn2)[C@@H](O)C[C@@H]1c1ccc(C)cc1
31	O=C(CC(C(=O)O)N1CCNCC1)Nc1ccc(OC(F)F)cc1 (centres undefined)
32	Cn1nc(-c2ccc(NC3CCCCC3)c([N+](=O)[O-])c2)c2ccccc2c1=O

entry no.,25,26,27,28,29,30,31,32
Pf apPOL block,-5,-8,1,3,-1,-2,-3,-5
mHTT CaM bind,5,14,-7,-3,26,77*,-16,9

33	Cn1cc(C(=O)NCCN2CCOCC2)c2cccnc21
34	C[C@@H]1CCCN1c1cccc2c1S(=O)(=O)N1CC[C@@H](C1)O2
35	CC(C)NC(=O)C(=O)Nc1cccc(Cl)c1
36	O=C(NC1CC(=O)N(C2CC2)C1)c1ccc(Cl)s1 (centres undefined)
37	O=C(Nc1ccccc1)N1CCC(n2cnc3c(Cl)cccc3c2=O)CC1
38	CCCCNC(=O)C1CCCN(c2nnc3ccccn23)C1 (centres undefined)
39	O=C1NN=C(c2ccc(Br)cc2)CC1c1c[nH]c2ccccc12 (centres undefined)
40	Cc1ccc(C(=O)N2CCN(c3ccccn3)CC2)cc1C

entry no.,33,34,35,36,37,38,39,40
Pf apPOL block,0,-2,-2,-9,1,-5,-9,5
mHTT CaM bind,-8,-3,-13,-17,-4,-3,32,-2

41	CC1(C)CC(=O)c2cn(-c3ccc(Cl)c(Cl)c3)c(=N)c(C#N)c2C1
42	Cc1ccc(NC(=O)N2CC(C)Oc3ccc(Cl)cc32)cc1F (centres undefined)
43	COc1ccc(NC(=O)c2c(NC(=O)c3ccccc3Cl)sc3c2CCCC3)c(OC)c1
44	COc1ccc(OCc2noc(CNC(=O)Cn3cnc4ccccc43)n2)cc1
45	O=C(Cn1c(=O)oc2ccccc21)NCC1(O)CCc2ccccc21 (centres undefined)
46	CC1=C(C(=O)Nc2ccc(C)cc2C)C(c2cccc([N+](=O)[O-])c2)n2ncnc2N1 (centres undefined)
47	O=C1c2ccccc2C(=O)N1C1CCCCC1N1C(=O)c2ccccc2C1=O (centres undefined)
48	Cc1ccc(NC(=O)CN2C(=O)C3C4C=CC(C4)C3C2=O)cc1C (centres undefined)

entry no.,41,42,43,44,45,46,47,48
Pf apPOL block,-6,-10,-9,-15,-1,-5,-4,-3
mHTT CaM bind,8,-36,4,-5,-12,5,2,2

49	Cc1ccccc1-c1nc2s/c(=C\c3cccc([N+](=O)[O-])c3)c(=O)n2n1
50	O=Nc1c(O)n(CC(=O)Nc2ccccc2)c2ccccc12
51	COc1ccccc1OC(C)C(=O)N1CCN(c2nc(CN3CCOCC3)cs2)CC1 (centres undefined)
52	Cn1c(-c2ccccc2)cn2c3ccccc3nc12
53	COc1cccc(-c2noc(CCN)n2)c1
54	COc1cccc(C(=O)NCC2Cc3cc(F)cc(F)c3O2)c1 (centres undefined)
55	COc1ccc(NC(=O)C2CCN(c3ccc(F)cc3)C2=O)cc1OC (centres undefined)
56	N/C(=N\OC(=O)N1CCOCC1)c1cccnc1

entry no.,49,50,51,52,53,54,55,56
Pf apPOL block,5,0,-5,0,-4,-5,-6,1
mHTT CaM bind,1,3,10,13,-2,-11,7,i

57	CN(C)C(=O)c1sc2ccccc2c1Cl
58	O=C(Nc1c2c(nn1-c1ccc(Cl)cc1)CSC2)c1ccccc1F
59	O=S(=O)(c1ccccc1C(F)(F)F)N1CCCCCC1
60	NC(=O)c1ccc(NC(=O)CCSc2ccc(Cl)cc2)cc1
61	COc1cc(Cl)c(C)cc1NC(=O)CN1C(=O)NC2(CCC(C)CC2)C1=O (centres undefined)
62	COc1ccc(NC(=O)COc2nsnc2N2CCCCC2)cc1
63	CCCCN(C)C(=O)c1cc2cc3ccc(C)cc3nc2o1
64	N#CCCC1C(=O)CCCC1=O

entry no.,57,58,59,60,61,62,63,64
Pf apPOL block,-5,6,0,1,-7,-6,-1,-3
mHTT CaM bind,-8,2,-19,0,1,26,-5,.

65	COc1cccc(Oc2c(C)oc3c(CN4CCCC4)c(O)ccc3c2=O)c1
66	Cc1cc(C)c(-c2noc(C)n2)c(NC(=O)c2cccc(Br)c2)n1
67	COc1ccc(Cl)cc1S(=O)(=O)N1CCc2c(nc3cc[nH]n3c2=O)C1
68	CCC(=O)N1CCc2cc(N3CC(C(=O)Nc4ccccc4F)CC3=O)ccc21 (centres undefined)
69	O=C(NCc1ccc(F)cc1F)c1cc2c(s1)CN(C1CC1)C2
70	CC(C)NC(=O)c1cc(N(C)C)nc2ccccc12
71	CCCCOc1cccc(C(=O)Nc2ccccc2)c1
72	Clc1ccc(-c2nc(-c3ccc(Cl)cc3)c(-c3ccccc3)s2)cc1

entry no.,65,66,67,68,69,70,71,72
Pf apPOL block,-2,1,0,-2,-3,4,-2,-8&-1
mHTT CaM bind,-1,-5,7,16,-5,-2,-36,.

73	N#CC1=C(N)SC(N)=C(C#N)C1c1ccccc1Br
74	O=C1CCC[C@@H]2C[C@@]3(C[C@@H]4CCN1[C@H]24)Nc1cc(Cl)ccc1NC3=NC1CCCCC1
75	CCc1nnc(NC(=O)c2ccc(Cl)cc2[N+](=O)[O-])s1
76	COc1cc(C=C2Oc3cc(OS(C)(=O)=O)cc(C)c3C2=O)cc(OC)c1OC
77	CC1CCCCN1S(=O)(=O)c1ccc(C(=O)Nc2nnc(-c3ccccn3)o2)cc1 (centres undefined)
78	COc1ccc(C(=O)NCCN=C2NS(=O)(=O)c3ccccc32)c(OC)c1
79	Cc1sc(N2CCOCC2)nc1-c1ccc(-c2ccccc2F)cc1
80	O=C(Cn1ccc2ccccc21)NCCn1nc(-c2ccco2)ccc1=O

entry no.,73,74,75,76,77,78,79,80
Pf apPOL block,2,-2,-9,0,-2,2,-4,0
mHTT CaM bind,15,30,2,14,13,14,.,7

81	Cc1ccc(CNC(=O)C2CCN(c3cncnc3N3CCCCC3)CC2)cc1
82	COc1cc(C(c2cc3c(cc2O)OCO3)N2CCOCC2)cc(OC)c1OC (centres undefined)
83	Cc1csc(-c2nnc(NC(=O)COc3ccccc3F)o2)c1
84	CC1(C(=O)NC2CCCCCC2)Oc2cccnc2NC1=O (centres undefined)
85	Cc1cc(NC(=O)CSc2nnc(-c3cccnc3)o2)no1
86	COc1ccc(C2C(=C(O)c3ccccc3)C(=O)C(=O)N2c2nccs2)cc1OC (centres undefined)
87	CC(NC(=O)CN(C)C)C1CC2CCC1C2 (centres undefined)
88	CC(=O)N1CCc2cc(Br)cc(S(=O)(=O)Nc3ccc(F)c(F)c3)c21

entry no.,81,82,83,84,85,86,87,88
Pf apPOL block,-10,.,-22,-2,-1,-3,0,-2
mHTT CaM bind,26,26,17,-7,-12,0,-2,9

89	Cc1ccc(-n2nc3c(c2NC(=O)c2ccccc2Br)CS(=O)(=O)C3)c(C)c1
90	CCOc1ccc(C(=O)Nc2cccc(-c3nc4ccccc4[nH]3)c2C)cc1[N+](=O)[O-]
91	O=C(N1CCC(c2nnc(C3CC3)o2)CC1)C1(c2ccccc2)CCOCC1
92	Nc1c2c(nc3ccccc13)CCC2
93	CCC(C)(C)C(=O)N1CC(c2nc(C)no2)C2(CCOCC2)C1 (centres undefined)
94	Cc1cc(C)n2[nH]c(=O)c([N+](=O)[O-])c2n1

entry no.,89,90,91,92,93,94
Pf apPOL block,-7,-1,-4,-10,0,.
mHTT CaM bind,3,10,-7,-2,-1,-3
